# Bioassay records deposited in PubChem BioAssay by several laboratories.
# TPT1 inh: blocks Candida albicans tRNA 2'-phosphotransferase; recombinant caTPT1, FP RNA substrate dephosphorylation; inhibition, % at 5 µM; 0.81% of 300,000 active; AID 1962;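 active = inhibition above the mean of all tested compounds plus 3 SD, set per screening campaign, cut at about 24% in these data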;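 also: plate controls were DMSO alone for no effect and ferristatin control at 100 nM for full effect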
# CTSL1 counter: counter-screen for PFM18AAP inhibitors: inhibitors of F. hepatica cathepsin L1; recombinant F. hepatica cathepsin L1, Z-Leu-Arg-MCA fluorescence; inhibition, % at 5.96 µM; 0.49% of 300,000 active;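 active = inhibition above the mean of all tested compounds plus 3 SD, set per screening campaign, cut at about 17% in these data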;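 also: 0% = plate median of test compound wells and 100% = 1 µM Z-Phe-Ala-diazomethylketone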
# JMJD2C inh: inhibitors of human GASC-1 (JMJD2C) demethylase; inhibition, % at 2.35 µM; Q9H3R0; GST-JMJD2C(1-420) H3K9me3 demethylation, DELFIA europium; 0.069% of 330,000 active;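 active = more than half of a compound's replicate wells show inhibition beyond 50%, single wells judged on their own value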;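 also: signal counts dimethyl H3K9 product captured on neutravidin plate; 0% = median of DMSO wells and 100% = 0.3 times that DMSO median; strong numbers were not always called active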
# Target sequence (Q9H3R0 1-420 limits assumed): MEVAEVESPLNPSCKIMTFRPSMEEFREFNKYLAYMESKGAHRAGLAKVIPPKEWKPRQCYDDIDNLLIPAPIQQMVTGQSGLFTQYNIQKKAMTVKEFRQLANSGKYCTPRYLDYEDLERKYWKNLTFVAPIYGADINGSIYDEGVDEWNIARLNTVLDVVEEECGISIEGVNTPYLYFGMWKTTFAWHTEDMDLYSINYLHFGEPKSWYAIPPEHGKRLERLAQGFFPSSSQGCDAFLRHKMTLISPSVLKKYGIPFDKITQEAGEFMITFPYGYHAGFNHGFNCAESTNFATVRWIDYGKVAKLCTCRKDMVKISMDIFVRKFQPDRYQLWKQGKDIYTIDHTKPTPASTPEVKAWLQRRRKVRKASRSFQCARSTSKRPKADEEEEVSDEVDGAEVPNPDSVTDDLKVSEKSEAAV
# Yeast superoxide: lowers age-related superoxide in aged yeast cells; superoxide response (% of plate mean), % at 10 µM; 0.18% of 330,000 active; S. cerevisiae aged cells, superoxide DHE fluorescence; hits give low values; AID 2690;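 active = superoxide response under a set limit, about three screen SD below normal, cut at about 65% in these data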;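 also: yeast aged for seven days with compound at 30 °C before DHE staining; 100% = average MFI of all compound-treated wells on the plate with controls excluded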
# ZTA DNA inh: counter-screen for EBNA-1 inhibitors: inhibitors of Epstein-Barr virus ZTA. P03206. ZTA-DNA binding, fluorescence polarization. inhibition, % at 11 µM. 0.15% of 320,000 active. AID 2234; in the data active = inhibition above about 33%
# Target sequence (P03206 whole entry, looked up): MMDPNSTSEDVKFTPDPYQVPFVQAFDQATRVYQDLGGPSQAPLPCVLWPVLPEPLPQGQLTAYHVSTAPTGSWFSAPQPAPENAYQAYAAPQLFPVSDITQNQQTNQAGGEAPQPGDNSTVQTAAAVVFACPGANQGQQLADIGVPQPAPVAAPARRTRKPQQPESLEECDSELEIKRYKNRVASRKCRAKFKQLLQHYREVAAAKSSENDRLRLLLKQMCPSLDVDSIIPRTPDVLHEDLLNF
# EBNA-1 inhibitor: blocks EBNA-1 binding to DNA; AID 1950; inhibition, % at 14.8 µM; EBNA-1 DNA binding, fluorescence polarization; 0.34% of 300,000 active; in the data active = inhibition above about 28%
# HCV core dimer: HCV core protein dimerization inhibition. TR-FRET GST/Flag-core106 dimerization, 1536-well. inhibition, % at 5 µM. 0.33% of 300,000 active;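 active = inhibition above the mean of all tested compounds plus 3 SD, set per screening campaign, cut at about 45% in these data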
#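 Material: Tagged HCV core106 pair (GST and Flag) | Amount: GST-core106 13.5 nM, Flag-core106 17 nM | Medium: KF-containing HEPES buffer, pH 7.45, DTT, CHAPS, BSA | Reagent: Eu donor and XL665 acceptor anti-tag antibodies | Schedule: 4 h at 22.5 °C | Technique: Time-resolved FRET, ex 340 nm, em 617 and 671 nm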
# PP1 counter: blocks human PP1-alpha phosphatase, a PP5 counter-screen; P62136; purified PP1alpha, OMFP fluorescence; inhibition, % at 6.7 µM; 0.9% of 320,000 active; AID 2235;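 active = inhibition above the mean inhibition of all tested compounds plus 3 SD, computed separately for each screening campaign, cut at about 15% in these data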
# Target sequence (P62136 whole entry, looked up): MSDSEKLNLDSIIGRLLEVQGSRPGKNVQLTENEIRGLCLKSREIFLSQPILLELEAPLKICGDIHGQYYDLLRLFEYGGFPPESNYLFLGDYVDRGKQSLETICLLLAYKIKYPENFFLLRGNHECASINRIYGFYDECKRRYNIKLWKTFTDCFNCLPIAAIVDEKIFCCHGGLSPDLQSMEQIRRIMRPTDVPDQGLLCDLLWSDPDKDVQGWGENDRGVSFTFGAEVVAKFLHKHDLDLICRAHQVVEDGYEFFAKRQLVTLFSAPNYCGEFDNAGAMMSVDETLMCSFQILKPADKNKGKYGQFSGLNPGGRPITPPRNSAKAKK
# PP5 inh: blocks human protein phosphatase 5 activity | P53041 | inhibition, % at 6.7 µM | 0.18% of 320,000 active | purified PP5c, OMFP substrate fluorescence;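 active = inhibition above the campaign's mean inhibition across all tested compounds plus 3 SD, cut at about 9.5% in these data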;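 also: 0% = DMSO only and 100% = 100 µM cantharidin control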
# Active calls of the source: *; nt = not tested or not shown; & = joins results of further samples.
SMILES,TPT1 inh,CTSL1 counter,JMJD2C inh,Yeast superoxide,ZTA DNA inh,EBNA-1 inhibitor,HCV core dimer,PP1 counter,PP5 inh
O=C1CC(Sc2nnc(-c3ccccc3)o2)C(=O)N1c1ccccc1 (centres undefined),3,1,-2,112,5,-5,-5,-2,-1.4
CCN(Cc1ccncc1)Cc1ccc(OC)cc1OC,-2,3,0,100,-8,-10,-11,5,3.4
CCn1c2c(c(=N)c3c1CCC3)CCCC2,-1,-2,2,92,2,2,0,4,-2.1
Cc1cc(-c2nnc(SCC(=O)Nc3ccccc3)n2C)no1,-3,-2,4,58*,-1,10,-2,-5,1.0
COc1cc(O)c(C(CCN2CCCC(C)C2)c2cc(OC)c(OC)c(OC)c2)c(OC)c1 (centres undefined),-4,-2,-2,105,-2,5,9,-6,0.8
COc1ccc(C(C(=O)NCc2ccccc2)N(C(=O)c2snc(C(N)=O)c2N)C2CCCC2)cc1O (centres undefined),0,1,28,115,7,8,0,-2,-0.9
CC(Sc1nnc(-c2ccc(O)cc2)o1)C(=O)Nc1cccc2ccccc12 (centres undefined),0,3,18,123,9,1,2,-1,0.6
O=C1c2ccccc2C(O)N1Cc1ccccc1Cl (centres undefined),0,11,0,85,0,-10,-16,-4,2.5
Cc1ccccc1Nc1nnc(SCc2cc(=O)n3ccsc3n2)s1,-3,6,-11,108,2,-6,10,3,0.9
CCc1ccc(OCc2n[nH]c(=S)n2C(C)CCCC(C)C)cc1 (centres undefined),0,3,-16,96,2,1,5,3,4.7
COc1ccc(NC(=O)CSc2nc3ccccc3c(=O)n2CCNC(C)=O)c(OC)c1,1,0,2,82,-7,2,-3,4,-0.1
Cc1ccccc1OC(C)C(=O)NC1CCCC1 (centres undefined),-4,5,2,100,10,-6,-7,0,0.8
Cc1ccc(CN(Cc2ccco2)C(=S)NCC(=O)NCc2cccnc2)cc1,0,5,-2,94,-19,-6,-2,1,1.6
CNC(=O)CSc1nnnn1-c1ccc(C)cc1C,0,-1,-10,93,-7,-17,0,0,3.2
COC(=O)C1=C(C(=O)OC)[C@@H]2N(C)c3ccccc3[C@@]23C[C@@H](CO)N=C3N1,-3,3,5,112,3,-1,2,-2,4.8
COc1ccc(NC(=O)[C@H](CCS(C)(=O)=O)N2Cc3ccccc3C2=O)c(OC)c1,0,-3,26,96,6,-5,-8,0,0.9
CCOC(=O)CCc1cnccc1-c1cccc(OC)c1O,-3,-3,5,100,-2,0,2,-3,1.6
COC(=O)NCCOC(=O)N(O)c1ccc(Br)cc1,7,2,7,101,-8,-16,2,-4,2.2
O=C(CSc1ccc([N+](=O)[O-])cn1)Nc1ccccc1N1CCOCC1,-2,4,-1,100,-3,6,2,1,0.8
CSc1nc2nc(-c3cccs3)cc(C(F)(F)F)c2c(=O)[nH]1,-3,2,-3,97,-8,-7,0,0,-0.3
Cc1cc2nccc(-c3ccc(Cl)c([N+](=O)[O-])c3)n2n1,5,-3,2,75,13,2,4,-2,-2.2
O=C(CCCOc1ccccc1)OCn1nnc2ccccc2c1=O,-1,-58,-2,93,-5,3,3,-4,-0.7
Cc1cc(/C=N/NC(N)=O)c(C)c(CO)c1,-1,4,2,102,-13,3,0,-2,-2.4
CC1CC(C)(C)CC2(C1)NC(=O)N(CC(=O)Nc1c(F)cccc1F)C2=O (centres undefined),nt,nt,2,74,-14,nt,nt,-2,1.2
O=C(O)C1CCCC2CN3CCc4c([nH]c5ccccc45)C3C(O)C21 (centres undefined),-15,0,2,97,4,-1,5,-1,1.7
C=CCNC(=O)c1sc(=S)n(-c2ccc(C(=O)OCC)cc2)c1N,0,4,-6,122,3,10,3,-6,-3.1
CS(=O)(=O)N(CCc1ccccc1)CC(=O)NCc1ccncc1,4,2,2,94,0,4,-1,-1,-0.6
O=C(C1CCCCC1)N1CCC(c2nc3c(nnn3Cc3c(F)cccc3Cl)c(=O)[nH]2)CC1,-7,-1,7&45,100,-9,-6,11,0,-0.2
COc1ccc(CN(C)Cc2cc(=O)n3ccsc3n2)c(OC)c1OC,-4,-1,-1,103,-16,-10,-2,-3,2.0
CCOc1ccc(C2/C(=C(\O)c3ccc4c(c3)OCCO4)C(=O)C(=O)N2CCCN2CCOCC2)cc1OC (centres undefined),0,0,8,115,6,-20,3,2,1.3
O=C(CN1CCOCC1)Nc1ccccc1,-2,-4,-9,97,-15,-1,-4,-3,3.4
COc1ccc(CNC(=O)c2c(F)c(F)c(F)c(F)c2F)cc1,-1,4,0,107,7,7,-2,-3,-1.3
CCCCNC(=O)c1onc(CS(=O)(=O)c2ccccn2)c1C(=O)NCCCC,1,-2,-1,95,-15,-5,-7,3,3.6
CCOC(=O)CNC(=O)C1c2cc(OC)c(OC)cc2C(=O)N(C)C1c1ccccc1F (centres undefined),-1,3,nt,119,-8,8,-5,-1,2.9
COc1ccc(N2CCN(C(=O)[C@H](Cc3c[nH]c4ccccc34)NC(C)=O)CC2)cc1,-1,-2,-5,105,3,-17,-1,-1,0.3
CCCCc1cn([C@@H](CCCCNC(=O)OC(C)(C)C)C(=O)N2CCN(C(=O)OC(C)(C)C)CC2)nn1,1,-1,11,108,1,6,0,0,0.3
O=C(CNC(=O)c1cccc(N2C(=O)c3ccccc3C2=O)c1)Nc1ccc(F)c(F)c1,nt,nt,19,78,-20,nt,nt,2,0.0
Cc1nnc(SCC(=O)Nc2sc3c(c2C(N)=O)CCCC3)[nH]c1=O,9,-2,15,97,13,1,6,-3,0.0
Cc1cccc(NC(=O)NC(C)C(c2cccs2)N2CCOCC2)c1 (centres undefined),0,-2,-1,121,-7,-5,3,-1,2.8
CCN1CCN(C(=O)c2nn(-c3ccc(C)cc3)c(=O)c3c2c2ccccc2n3C)CC1,2,0,4,112,6,0,5,-1,1.7

# Sorted by molecular weight (smallest number first): some entries from above.
SMILES,TPT1 inh,CTSL1 counter,JMJD2C inh,Yeast superoxide,ZTA DNA inh,EBNA-1 inhibitor,HCV core dimer,PP1 counter,PP5 inh
Cc1cc(/C=N/NC(N)=O)c(C)c(CO)c1,-1,4,2,102,-13,3,0,-2,-2.4
Cc1ccccc1OC(C)C(=O)NC1CCCC1 (centres undefined),-4,5,2,100,10,-6,-7,0,0.8
O=C1c2ccccc2C(O)N1Cc1ccccc1Cl (centres undefined),0,11,0,85,0,-10,-16,-4,2.5
CCN(Cc1ccncc1)Cc1ccc(OC)cc1OC,-2,3,0,100,-8,-10,-11,5,3.4
Cc1cc2nccc(-c3ccc(Cl)c([N+](=O)[O-])c3)n2n1,5,-3,2,75,13,2,4,-2,-2.2
O=C(O)C1CCCC2CN3CCc4c([nH]c5ccccc45)C3C(O)C21 (centres undefined),-15,0,2,97,4,-1,5,-1,1.7
CSc1nc2nc(-c3cccs3)cc(C(F)(F)F)c2c(=O)[nH]1,-3,2,-3,97,-8,-7,0,0,-0.3
CS(=O)(=O)N(CCc1ccccc1)CC(=O)NCc1ccncc1,4,2,2,94,0,4,-1,-1,-0.6
Cc1nnc(SCC(=O)Nc2sc3c(c2C(N)=O)CCCC3)[nH]c1=O,9,-2,15,97,13,1,6,-3,0.0
Cc1ccccc1Nc1nnc(SCc2cc(=O)n3ccsc3n2)s1,-3,6,-11,108,2,-6,10,3,0.9
COc1ccc(N2CCN(C(=O)[C@H](Cc3c[nH]c4ccccc34)NC(C)=O)CC2)cc1,-1,-2,-5,105,3,-17,-1,-1,0.3
CCOC(=O)CNC(=O)C1c2cc(OC)c(OC)cc2C(=O)N(C)C1c1ccccc1F (centres undefined),-1,3,nt,119,-8,8,-5,-1,2.9
COc1ccc(NC(=O)CSc2nc3ccccc3c(=O)n2CCNC(C)=O)c(OC)c1,1,0,2,82,-7,2,-3,4,-0.1
COc1cc(O)c(C(CCN2CCCC(C)C2)c2cc(OC)c(OC)c(OC)c2)c(OC)c1 (centres undefined),-4,-2,-2,105,-2,5,9,-6,0.8

# More compounds follow.
SMILES,TPT1 inh,CTSL1 counter,JMJD2C inh,Yeast superoxide,ZTA DNA inh,EBNA-1 inhibitor,HCV core dimer,PP1 counter,PP5 inh
Cn1c(=O)c2c(nc(CN3CCC(C(N)=O)CC3)n2Cc2c(F)cccc2Cl)n(C)c1=O,0,0,1,102,-2,0,-5,2,2.2
Cc1ccc(S(=O)(=O)NCCC(=O)Nc2ccc(S(=O)(=O)NC(C)C)cc2)cc1,0,0,0,99,1,8,1,-3,1.6
CC(=O)Nc1cn(-c2ccccc2)nc1-c1ccccc1,3,-5,15,104,0,-10,-2,-10,-2.4
O=C(NCc1ccc(F)cc1)C(Cc1ccccc1)n1cccc1 (centres undefined),-2,0,1,96,2,0,-1,-1,0.7
O=C(O)c1ccc(N=C2SCC(=O)N2Cc2ccccc2)cc1,-7,0,6,118,-3,-4,-2,-2,0.5
CN(C)CCCOc1nn(Cc2ccccc2)c2ccccc12,-2,0,-5,89,5,10,-10,3,1.4
CCOc1ccc2nc(SCc3cccc(C)c3)nc(C)c2c1,0,7,-4,104,9,5,-59,-5,0.6
COc1ccccc1N1CCN(C(=O)CCn2c(=O)[nH]c3ccccc3c2=O)CC1,-3,1,2,108,14,5,-1,1,-0.7
COc1ccc(S(=O)(=O)NCC2CCC(C(=O)NCc3ccc(F)cc3)CC2)cc1 (centres undefined),-2,-2,0,96,17,-2,9,-5,0.2
COc1ccc(N/C=C/C(=O)c2cc(OC)c(OC)c(OC)c2)cc1,2,-2,5,103,-9,1,-1,1,-0.5
CC1(CCBr)C(=O)N(c2ccccc2)c2ccccc21 (centres undefined),2,1,5,95,7,4,2,-1,-0.2
Clc1ccc(-c2ccc(C=Nc3ccc(N4CCOCC4)cc3)o2)cc1,-1,4,5,89,1,1,-3,-1,1.0
CCc1ccc(OCC(=O)Nc2ccc(S(=O)(=O)Nc3ccccn3)cc2)cc1,1,4,-22,98,-1,7,8,0,4.6
O=C1Nc2ccc(Br)cc2C1Cc1ccccc1F (centres undefined),-1,2,8,111,0,2,2,0,2.1
CCN(CC(=O)NC(C)(C)C)C(=O)c1ccc(Br)cc1,0,-3,-9,103,-6,-4,-3,-5,1.1
CCOc1cc(/C=N/NC(=O)C(N)=O)cc(Br)c1O,-4,3,3,93,-11,6,-24,-1,1.9
CN(CC(=O)NNC(=O)CCNS(=O)(=O)c1ccccc1)S(=O)(=O)c1ccc(Cl)cc1,-2,-11,-4,101,-3,3,-8,8,-2.1
CCCCOc1cccc(C(=O)Nc2ccc(NC(=O)c3ccco3)cc2)c1,-5,1,4,101,9,17,10,2,0.8
COc1ccc(/C=N/OCC(=O)Nc2cc(C)on2)cc1OC,0,-1,2,107,-7,-9,-5,-2,-3.0
COc1cc(/C=N/NC(=O)CCN2CCN(C(c3ccccc3)c3ccccc3)CC2)ccc1O,-3,0,-5,104,-13,-1,2,3,0.2
O=C(/C=C/c1cccs1)NC(=S)Nc1ccc(C(=O)O)cc1,-1,9,-2,110,-8,-7,0,0,2.6
COc1cccc(NC(=S)N(CCCN2CCCC(C)C2)Cc2cccs2)c1 (centres undefined),-2,-3,6,91,14,-4,2,1,1.0
O=C(Nc1ccc(N2CCN(C(=O)c3ccccc3)CC2)cc1)c1ccc2c(c1)OCO2,-1,-2,-9,104,-1,-5,20,0,0.2

# This is a random part of the collection; 3.1% or so of the library scored in one or more.
